Shn3 3UTR inh = inhibitors of Schnurri-3 3'UTR reporter in osteoblasts | Clone20 osteoblast Shn3 3'UTR firefly luciferase, 24 h | inhibition, % at 12.5 µM | 0.52% of 360,000 active | AID 588674;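 active means mean inhibition of at least 75% with every replicate also reaching 75%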;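 further: 0% = median of neutral control wells and 100% = pilot-screen positive control compound; some compounds past the cut are filed as inactive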
m5-HT2A agonist = agonists of mouse serotonin 5-HT2A receptor (HTR2A); activation, % at 7.6 µM; 0.66% of 360,000 active; P35363; CHO-K1 mHTR2A beta-arrestin complementation, luminescence; percent of 30 µM serotonin response;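 active means activation above a run cutoff, the mean activation of all tested compounds plus 3 SD, cut at about 14% in these data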;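 further: 0% = plate median of compound wells and 100% = 30 µM serotonin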
Target sequence (P35363 whole entry, looked up): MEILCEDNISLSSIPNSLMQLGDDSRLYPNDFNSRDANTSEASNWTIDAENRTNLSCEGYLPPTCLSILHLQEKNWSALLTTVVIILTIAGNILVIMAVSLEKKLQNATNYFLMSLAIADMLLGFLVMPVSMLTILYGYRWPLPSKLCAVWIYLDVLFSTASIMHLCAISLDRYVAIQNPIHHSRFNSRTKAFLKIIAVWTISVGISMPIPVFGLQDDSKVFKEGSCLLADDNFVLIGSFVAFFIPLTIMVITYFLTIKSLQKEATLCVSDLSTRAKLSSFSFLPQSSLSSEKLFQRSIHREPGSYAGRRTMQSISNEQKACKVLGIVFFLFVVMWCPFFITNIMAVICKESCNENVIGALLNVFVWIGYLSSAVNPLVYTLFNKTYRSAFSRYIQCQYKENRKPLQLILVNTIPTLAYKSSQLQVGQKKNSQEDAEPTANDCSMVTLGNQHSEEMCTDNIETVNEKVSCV
Cardio protect = modulators protecting cardiomyocytes from myocardial damage; protection from H2O2 cell death, % at 20 µM; 0.63% of 360,000 active; H9c2 cardiomyocytes, H2O2 injury protection, ATPLite, 2 h;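 active means compounds giving at least 50% protection of heart cells from peroxide-induced death in the single-dose screen, raw or plate-pattern-corrected value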;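 further: 0% = DMSO wells with peroxide and 100% = DMSO wells without peroxide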
NR2E3 ag-1 = human photoreceptor-specific nuclear receptor agonism | 0.35% of 360,000 active | AID 602229 | inhibition of corepressor binding, % at 3.98 µM | Q9Y5X4 | CHO-S Gal4-NCOR/VP16-NR2E3 two-hybrid, luciferase;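 active means inhibition above the mean of all tested compounds plus 3 SD, cut at about 70% in these data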;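 further: 0% = DMSO with NR2E3 transfected cells and 100% = cells lacking NR2E3 construct; higher means lower luciferase signal from less NR2E3 corepressor binding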
HIF-2a block = HIF-2a inhibition; 0.72% of 360,000 active; 786-0 RCC cells HIF-2a reporter, luciferase luminescence, overnight; inhibition, % at 18.8 µM;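 active means inhibition of the luminescence signal of 40% or more relative to plate controls, in a single-dose primary screen at 18.75 µM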
NR2E3 ag-2 = agonists of human nuclear receptor NR2E3; Q9Y5X4; GST-NR2E3/biotin-RetCOR TR-FRET, 1536-well; inhibition of corepressor binding, % at 4.78 µM; 0.12% of 320,000 active; AID 2300;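 active means percent inhibition above the cutoff of mean plus 3 SD of all tested compounds, set per screening campaign, cut at about 20% in these data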;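 further: 0% = DMSO wells and 100% = biotin wells as full block of FRET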
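system = GST-tagged NR2E3 plus biotinylated RetCOR corepressor | input = 1.35 nM GST-NR2E3 | also added = 7 nM biotin-RetCOR | schedule = 5 h incubation at 4 °C | measured by = TR-FRET with europium anti-GST and streptavidin-D2, 340 nm excitation | read-out = percent loss of FRET ratio relative to control wells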
MITF TRPM1 inh = inhibitors of MITF-driven TRPM1 promoter in melanoma cells; AID 488899; 0.83% of 330,000 active; inhibition, % at 12.5 µM; SK-MEL-5 TRPM1 promoter luciferase, 24 h;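 active means mean inhibition across replicates of 60% or more, whatever share of single replicates reaches that level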; further: values of inactives mirror those of a sister screen read the other way
Peg3 prom inh = inhibitors of Peg3 promoter | HeLa PEG-Prom luciferase reporter, luminescence, overnight | 1.7% of 360,000 active | inhibition, % at 20 µM;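 active means inhibition of at least 50% at 20 µM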
PDI inh = PDI (human) enzyme inhibition. P07237. PDI insulin aggregation turbidity, A650, 90 min. inhibition, % at 10 µM. 0.052% of 350,000 active. AID 588391;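 active means mean inhibition across replicates of 30% or more, whatever share of single replicates reach that level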;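 further: absorbance from insulin aggregation driven by PDI reduction with DTT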
Target sequence (P07237 whole entry, looked up): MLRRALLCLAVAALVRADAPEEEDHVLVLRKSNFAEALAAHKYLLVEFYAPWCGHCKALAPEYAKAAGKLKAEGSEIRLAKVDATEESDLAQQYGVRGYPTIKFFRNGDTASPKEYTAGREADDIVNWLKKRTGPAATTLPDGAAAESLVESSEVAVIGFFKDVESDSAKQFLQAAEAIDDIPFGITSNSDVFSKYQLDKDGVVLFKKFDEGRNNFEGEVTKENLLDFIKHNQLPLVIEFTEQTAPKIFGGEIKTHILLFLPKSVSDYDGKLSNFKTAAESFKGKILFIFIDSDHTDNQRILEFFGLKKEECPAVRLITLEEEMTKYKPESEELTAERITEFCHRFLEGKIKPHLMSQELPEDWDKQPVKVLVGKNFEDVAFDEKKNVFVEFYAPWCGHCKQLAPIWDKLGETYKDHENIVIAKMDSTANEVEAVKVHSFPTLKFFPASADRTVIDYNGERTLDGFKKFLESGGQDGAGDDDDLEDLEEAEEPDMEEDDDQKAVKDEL
hiPSC survival = enhancers of human iPSC single-cell survival; survival enhancement, % at 20 µM; 0.044% of 360,000 active; hiPSC single-cell survival, ATPlite luminescence; 100% = ROCK inhibitor wells, 0% = DMSO; AID 602274; in the data active means survival enhancement above about 18%;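 further: cells exposed to compounds for 16 hours before the ATP read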
CaV13 FRET inh = Primary screen for inhibitors of IQ motif and Ca2+-dependent inactivation inhibitor domain binding in CACNA1D, Förster resonance energy transfer in living cells, … | 0.098% of 340,000 active | AID 743397 | inhibition, % at 12.3 µM | HEK cells, CFP/YFP FRET ICDI-IQ, plate reader, 10 min; percent FRET-ratio fall versus neutral wells;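 active means mean replicate inhibition of at least 30% and at least 1% of replicates passing that level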;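 further: 0% = median of the neutral control wells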
An asterisk follows results filed as active; . = no result given.

Field names: A = Shn3 3UTR inh; B = m5-HT2A agonist; C = Cardio protect; D = NR2E3 ag-1; E = HIF-2a block; F = NR2E3 ag-2; G = MITF TRPM1 inh; H = Peg3 prom inh; I = PDI inh; J = hiPSC survival; K = CaV13 FRET inh
Cc1oc2cc3oc(=O)c(CCC(=O)NCCCC(=O)O)c(C)c3cc2c1C
  A: 5	B: 7	C: 6	D: -11	E: 9	F: -1	G: 5	H: -21	I: 5	J: -0.7	K: -3
CN1CCN(NC(=O)CN(C)S(=O)(=O)c2cc(Cl)ccc2Cl)CC1
  A: -9	B: 0	C: 9	D: -32	E: 13	F: 2	G: 5	H: 10	I: 10	J: 1.0	K: -4
Cc1ccc2nc(C3CCCN(C(=S)Nc4cccc(C)c4C)C3)[nH]c2c1 (stereo not given)
  A: 6	B: 2	C: -7	D: -12	E: -8	F: -6	G: 22	H: 10	I: -2	J: 1.1	K: -5
Cc1ccc(NS(=O)(=O)c2cc3c4c(cccc4c2)C(=O)NC3=O)cc1C
  A: 31	B: -1	C: 34	D: 5	E: 54*	F: -1	G: 8	H: 57*	I: 2	J: -0.8	K: -4
FC(F)(F)c1cc(Cl)c2nnc(-c3cccnc3)n2c1
  A: -17	B: 0	C: 3	D: -19	E: 13	F: 5	G: 3	H: 10	I: 8	J: -1.1	K: 3
COC(=O)c1ccccc1NC(=O)CN(CCc1ccccc1)S(C)(=O)=O
  A: 7	B: 2	C: 2	D: -21	E: 15	F: 0	G: 16	H: 7	I: 3	J: -0.6	K: -5
NC(=O)Nc1ccc2c(c1)OCCO2
  A: -13	B: 4	C: -8	D: -18	E: -112	F: 2	G: -28	H: -127	I: 0	J: -1.6	K: -5
Cc1cccc(NC(=O)c2cccc(NS(=O)(=O)c3ccc(Cl)cc3)c2)c1
  A: 15	B: 1	C: -30	D: 2	E: 7	F: 2	G: 19	H: 17	I: 14	J: -1.0	K: .
O=C(Nc1ccccc1)OCC(CN1CCCCC1)OC(=O)Nc1ccccc1 (stereo not given)
  A: -10	B: -5	C: 3	D: -20	E: 2	F: -3	G: 0	H: 4	I: 3	J: -2.2	K: -5
Cc1ccc(-n2cc(C(=O)c3ccc4ccccc4c3O)cn2)cc1
  A: -9	B: 11	C: -3	D: -30	E: -14	F: 0	G: 6	H: -23	I: 3	J: -2.1	K: -6
O=C1c2ccccc2-c2c1cccc2C(=O)N1CCOCC1
  A: -11	B: -2	C: -8	D: 19	E: 12	F: 1	G: 1	H: 7	I: 11	J: 1.6	K: .
COc1ccccc1N1CCN(C(=O)Nc2cccc(Cl)c2)CC1
  A: -7	B: -3	C: 7	D: -34	E: -108	F: -5	G: -25	H: -53	I: 6	J: -2.5	K: -6
CCc1ccc(/C=C2/SC(N3CCOCC3)=NC2=O)cc1
  A: -14	B: -2	C: -2	D: -50	E: -53	F: 1	G: 9	H: -25	I: 3	J: 0.0	K: -17
CCCNc1nc2c(c(=O)[nH]c(=O)n2C)n1Cc1cccc(Br)c1
  A: 7	B: 8	C: 19	D: -16	E: -2	F: 4	G: 11	H: 4	I: 1	J: 2.1	K: .
CC(Oc1cccc(Cl)c1)C(=O)NNC(=O)c1cccnc1 (stereo not given)
  A: 18	B: -3	C: 6	D: 2	E: 4	F: .	G: 2	H: 14	I: -1	J: -0.9	K: -3
CCn1c(CSc2nnc(-c3ccc4c(c3)OCO4)o2)nc2cc(S(=O)(=O)N(C)C)ccc21
  A: 9	B: 2	C: 0	D: -8	E: -7	F: 1	G: -8	H: -6	I: 3	J: 0.7	K: -4
O=C(NNC(=S)NC1CC2C=CC1C2)c1cccnc1 (stereo not given)
  A: -6	B: -3	C: 4	D: -32	E: 5	F: 5	G: -3	H: 0	I: -1	J: -0.7	K: -5
CCCS(=O)(=O)N1CCCC(C(=O)Nc2ccc3c(c2)CCC3)C1 (stereo not given)
  A: -12	B: 2	C: -4	D: -5	E: -59	F: 2	G: -18	H: -69	I: -1	J: -0.3	K: -2
O=C(OCc1ccc(F)cc1)c1cc(=O)c2ccccc2o1
  A: -2	B: 1	C: 4	D: -2	E: -40	F: 2	G: -16	H: -21	I: 9	J: 0.4	K: -4
COc1ccccc1C1NC(=O)NC(C)=C1C(=O)OCC1CCCCC1 (stereo not given)
  A: 9	B: 4	C: 0	D: -55	E: 6	F: .	G: .	H: 14	I: -10	J: 1.8	K: -7
O=C(Nc1cc(Sc2ccccn2)cc([N+](=O)[O-])c1)c1cccc(Cl)c1
  A: 0	B: -1	C: -12	D: 0	E: 4	F: -6	G: -12	H: 45	I: -12	J: 1.2	K: -16
C=C1[C@@H](OC(C)=O)C=C[C@@]2(C)C=CC(=O)[C@@](C)(OC(C)=O)[C@@H]2[C@@H](OC(C)=O)[C@]2(O)[C@@H](C)C(=O)O[C@H]2[C@H]1Cl
  A: -18	B: 5	C: -6	D: -19	E: 12	F: .	G: .	H: -17	I: .	J: -2.0	K: .
CCCCNC(=O)c1onc(CSc2ccccc2CC)c1C(=O)O
  A: -23	B: 5	C: 1	D: -2	E: 18	F: 6	G: -11	H: 7	I: -4	J: 3.2	K: -4
N#CC1=C(N)Oc2cc(O)c(C=Nc3ccccc3)cc2C1c1ccccc1 (stereo not given)
  A: -4	B: -1	C: 32	D: -35	E: 31	F: 14	G: 51	H: -12	I: 3	J: 0.9	K: -2
O=C(CCN1CCN(Cc2ccccc2)CC1)NNC(=O)Nc1cccc(C(F)(F)F)c1
  A: 14	B: -9	C: 8	D: -9	E: 14	F: 1	G: -8	H: 10	I: -4	J: -0.2	K: -5

Part of the list above with just NR2E3 ag-2 and Cardio protect:
| Compound | NR2E3 ag-2 | Cardio protect |
| --- | --- | --- |
| Cc1ccc(-n2cc(C(=O)c3ccc4ccccc4c3O)cn2)cc1 | 0 | -3 |
| O=C1c2ccccc2-c2c1cccc2C(=O)N1CCOCC1 | 1 | -8 |
| COc1ccccc1N1CCN(C(=O)Nc2cccc(Cl)c2)CC1 | -5 | 7 |

(listing goes on)
Structure	Shn3 3UTR inh	m5-HT2A agonist	Cardio protect	NR2E3 ag-1	HIF-2a block	NR2E3 ag-2	MITF TRPM1 inh	Peg3 prom inh	PDI inh	hiPSC survival	CaV13 FRET inh
CN(C)S(=O)(=O)c1ccc(C(=O)Nc2ccccc2C(=O)O)cc1	3	6	11	3	-1	5	-1	4	4	6.5	-4
CCCCN(C)c1c(C)nc2ccc(C(=O)N(C)Cc3ccco3)cn12	19	1	0	8	15	.	.	10	3	1.8	-5
CCN(c1ccc(NC(=O)COC(=O)C(C)N=C2NS(=O)(=O)c3ccccc32)cc1)C(C)C (stereo not given)	-16	-2	4	-6	-14	.	-15	-6	1	-0.3	-4
Cc1nc(Nc2ccc(S(N)(=O)=O)cc2)oc1C	3	-1	-1	-34	-9	0	-3	1	-3	-2.5	.
Cc1nn(C(C)c2nc(-c3ccccc3)no2)c(C)c1[N+](=O)[O-] (stereo not given)	-21	-4	-4	-19	-33	5	-4	-44	1	9.2	-5
COc1ccc(/C=C/C(=O)OCC(=O)Nc2ncc(Cl)cc2Cl)cc1	-2	6	8	-12	17	.	4	19	2	1.2	-5
O=C(CCNS(=O)(=O)c1cccc2nonc12)NCCc1ccc(Cl)cc1	-61	-2	0	-23	7	4	6	14	-1	-2.7	-4
CC1(C)CC(=O)C=C(c2ccc(-c3cccc4c3sc3ccccc34)cc2)C1=O	10	-6	0	-94	-126	.	.	-50	0	-0.7	-6
CC(Oc1ccccc1F)c1nnc(SCC(=O)N(c2ccccc2)C2CCS(=O)(=O)C2)o1 (stereo not given)	10	2	-4	5	7	.	-7	10	-1	-0.2	-3
O=C(CSc1ncccc1C(=O)O)NC1CCCCC1	1	9	1	3	12	0	-2	10	-2	0.3	-3
COc1ccc(C(O)c2nc(-c3cccc4cccnc34)cs2)cc1 (stereo not given)	-16	-2	5	-15	-23	.	.	-25	-1	-0.9	-5
Cc1cc(NC(=O)Cn2cc([N+](=O)[O-])cn2)n(Cc2ccc(F)cc2)n1	-17	-2	-10	3	18	-4	-8	15	-1	1.1	-7
CCN(CC)c1ccc(NC(=O)CCCOc2cccc(C)c2)cc1	-3	-5	-9	-13	1	.	9	15	2	0.1	-6
COCc1nc2sc(C)c(C)c2c(=O)[nH]1	-1	2	14	-28	3	0	-5	-2	5	-2.0	.
C=CCN(C(=O)CSc1nc2ccsc2c(=O)n1Cc1ccc(C(=O)O)cc1)c1ccccc1	3	0	2	5	11	.	.	9	-2	-1.6	-9
O=C(Cc1ccc(Cl)cc1)NCCCn1ccnc1	-28	1	6	-9	4	-2	10	8	-2	-2.1	-5
O=C(NCc1ccccc1)C(=O)NCC1OCCN1S(=O)(=O)c1cccs1 (stereo not given)	-9	3	10	-11	7	1	-4	3	.	-0.2	-6
Cc1ccc(-c2c(C(=O)N/N=C/C3CC=CCC3)nnn2-c2nonc2N)cc1 (stereo not given)	18	-3	0	-2	1	-1	-2	-1	1	-0.4	-2
O=C(Nc1ccc(F)cc1)c1ccc2c(=O)n3c(nc2c1)CCCCC3	-67	-4	0	-2	-266	1	-74	-251	.	-0.6	7
O=C(C[n+]1cccc(/C=N/O)c1)NC(=O)Nc1ccccc1	.	3	.	10	5	.	.	.	.	-2.3	-12
c1ccc(-c2nnc(N3CCN(c4ccccn4)CC3)c3ccccc23)cc1	36	9	0	-5	6	-1	12	37	-1	1.3	-5
COC(=O)c1ccccc1NC(=O)c1noc2c1CCC2	-13	5	0	-17	-58	7	-10	-14	1	-2.6	-8
CC(C)OP(=O)(c1ccc(N(C)C)cc1)C(Nc1ccccc1)c1cccnc1 (stereo not given)	-8	2	7	-17	7	-1	0	22	12	3.5	-5
CCCC(Oc1ccc(Br)cc1)c1nc2c3cc(OC)c(OC)cc3nc(=S)n2[nH]1 (stereo not given)	7	8	6	9	18	0	10	32	10	-2.3	-5
O=C(NN=C1CCCC1)c1cccc(O)c1	8	1	2	-58	5	-3	-3	-7	3	-0.3	-6

Three entries from above, field by field:
> CC1(C)CC(=O)C=C(c2ccc(-c3cccc4c3sc3ccccc34)cc2)C1=O
  Shn3 3UTR inh = 10	m5-HT2A agonist = -6	Cardio protect = 0	NR2E3 ag-1 = -94	HIF-2a block = -126	NR2E3 ag-2 = .	MITF TRPM1 inh = .	Peg3 prom inh = -50	PDI inh = 0	hiPSC survival = -0.7	CaV13 FRET inh = -6
> CN(C)S(=O)(=O)c1ccc(C(=O)Nc2ccccc2C(=O)O)cc1
  Shn3 3UTR inh = 3	m5-HT2A agonist = 6	Cardio protect = 11	NR2E3 ag-1 = 3	HIF-2a block = -1	NR2E3 ag-2 = 5	MITF TRPM1 inh = -1	Peg3 prom inh = 4	PDI inh = 4	hiPSC survival = 6.5	CaV13 FRET inh = -4
> COc1ccc(/C=C/C(=O)OCC(=O)Nc2ncc(Cl)cc2Cl)cc1
  Shn3 3UTR inh = -2	m5-HT2A agonist = 6	Cardio protect = 8	NR2E3 ag-1 = -12	HIF-2a block = 17	NR2E3 ag-2 = .	MITF TRPM1 inh = 4	Peg3 prom inh = 19	PDI inh = 2	hiPSC survival = 1.2	CaV13 FRET inh = -5

Source: PubChem BioAssay (several laboratories)
